# U2OS ROS induce = inducers of reactive oxygen species in cancer cells | 46,000 compounds, 2% hits | ROS induction (% of piperlongumine), % at 10 µM | U2OS ROS induction, H2DCF-DA fluorescence | AID 624156; in the data active means ROS induction above about 79%, passing the limit was not always enough; inconclusive means no clear call, values can overlap the other calls;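 further: 0% = DMSO vehicle median and 100% = reference compound median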
# Starred values were filed as active, the others as inactive; ? = inconclusive. This is a subset; the hit share may differ from the screen's.
SMILES	U2OS ROS induce
C[C@@H]1CN([C@@H](C)CO)C(=O)CCCn2cc(nn2)CO[C@@H]1CN(C)Cc1cccc(C(F)(F)F)c1	-3.7
CC(C)(C)c1ccc(C(=O)NCCN2CCOCC2)cc1	-3.3
COc1ccc(NC(=O)N(C)C[C@@H]2Oc3c(NS(=O)(=O)c4ccc(OC)cc4)cccc3C(=O)N([C@H](C)CO)C[C@@H]2C)cc1	31.2
FC(F)(F)c1cccc(Nc2ncnc3sc4c(c23)CCC4)c1	115.9*
C[C@@H]1CN([C@H](C)CO)C(=O)c2cc(NS(=O)(=O)c3ccc(Cl)cc3)ccc2O[C@H]1CN(C)S(=O)(=O)c1ccccc1	4.7
COc1cccc(NC(=O)N(C)C[C@H]2OCc3cn(nn3)CCCC(=O)N([C@@H](C)CO)C[C@H]2C)c1	10.4
C[C@@H]1CN([C@@H](C)CO)C(=O)c2cc(NS(C)(=O)=O)ccc2O[C@@H]1CN(C)Cc1ccc(Oc2ccccc2)cc1	-8.4
COc1ccc(NC(=O)Nc2cccc3c2O[C@@H](CN(C)Cc2ccc(C(F)(F)F)cc2)[C@@H](C)CN([C@H](C)CO)C3=O)cc1	2.9
C[C@H]1CN([C@@H](C)CO)C(=O)CCCn2nncc2CO[C@@H]1CN(C)S(=O)(=O)c1ccccc1	6.8
C[C@@H]1CN([C@H](C)CO)C(=O)Cc2cc(NS(=O)(=O)c3cn(C)cn3)ccc2O[C@H]1CN(C)S(C)(=O)=O	1.3
Cc1ccc(S(=O)(=O)Nc2ccc3c(c2)C(=O)N([C@H](C)CO)C[C@H](C)[C@@H](CN(C)S(=O)(=O)c2ccc(Cl)cc2)OCCCC[C@@H](C)O3)cc1	62.9
c1ccc(-c2nnc(N3CCOCC3)nc2-c2ccccc2)cc1	37.8
CC(C)NC(=O)N(C)C[C@H]1Oc2c(NC(=O)C3CCOCC3)cccc2C(=O)N([C@H](C)CO)C[C@@H]1C	-2.0
C[C@H]1CN([C@@H](C)CO)C(=O)c2cc(NC(=O)Nc3cccc4ccccc34)ccc2O[C@@H]1CN(C)S(=O)(=O)c1ccc(F)cc1	6.9
Cc1noc(C)c1NC(=O)Nc1ccc2c(c1)C(=O)N([C@H](C)CO)C[C@H](C)[C@@H](CN(C)C(=O)Nc1ccc(F)cc1)O2	-5.1
C[C@H](CO)N1C[C@H](C)[C@H](CN(C)C(=O)Nc2cccc3ccccc23)Oc2ccc(NC(=O)CCC(F)(F)F)cc2CC1=O	10.5
Cc1ccc(S(=O)(=O)Nc2cccc3c2O[C@@H](CN(C)C(=O)Nc2ccccc2)[C@H](C)CN([C@@H](C)CO)C3=O)cc1	-8.0
O=C(CN1C(=O)c2ccccc2S1(=O)=O)Nc1ccccc1C(=O)N1CCCC1	-6.5
C[C@@H]1CN([C@@H](C)CO)C(=O)c2cc(NC(=O)CCCCCC(=O)Nc3ccccc3N)ccc2O[C@H]1CN(C)Cc1ccc2c(c1)OCO2	-13.5
COc1ccc(OC(=O)N2CCOCC2)cc1	-12.1
O=C(/C=C/c1ccccc1)OCC1=CC[C@@H]2C(C(=O)O)=CO[C@@H](O[C@@H]3O[C@H](CO)[C@@H](O)[C@H](O)[C@H]3O)[C@H]12	-10.4
CCN(CC)C(=O)c1ccc(O)c(OC)c1	-7.0
C=CCSc1nnc2n(-c3ccccc3)c(=O)c3c(C)c(C)sc3n12	65.1
C[C@H](CO)N1C[C@H](C)[C@@H](CN(C)C(=O)NC2CCCCC2)Oc2c(NC(=O)Nc3ccccc3)cccc2C1=O	-5.4
C[C@@H]1CCCCO[C@H](CN(C)C)[C@@H](C)CN([C@H](C)CO)C(=O)c2cc(NC(=O)Nc3ccc(C(F)(F)F)cc3)ccc2O1	3.9
COc1cc(Br)cc2cc(C(=O)NCCCN3CCOCC3)c(=O)oc12	-3.9
C[C@@H]1CN([C@@H](C)CO)C(=O)c2cccc(NC(=O)Nc3ccc4c(c3)OCO4)c2O[C@H]1CN(C)Cc1ccc(C(=O)O)cc1	?
O=C(CSc1nc2sc3c(c2c(=O)n1Cc1ccco1)CCC3)N1CCc2ccccc21	0.2
COc1ccc(OCC(=O)Nc2ccc(-c3nc4ccccc4s3)c(Cl)c2)cc1	9.3
COc1ccc([Si](C)(C)[C@@H]2[C@@H](CCn3cc([C@H](O)c4ccccc4)nn3)O[C@]3(C(=O)N(Cc4cccc(N5CCOC5=O)c4)c4ccccc43)[C@H]2C)cc1	116.3*
O=S(=O)(Cc1cccc(C(F)(F)F)c1)Cc1nc(-c2ccc(C(F)(F)F)cc2)cs1	-9.5
CNC[C@@H]1Oc2c(NC(=O)Nc3ccc(F)cc3)cccc2C(=O)N([C@@H](C)CO)C[C@@H]1C	-9.4
O=C(NCc1ccc(-c2cccs2)s1)c1c(Cl)cccc1Cl	-1.0
C[C@H]1CN([C@@H](C)CO)C(=O)c2cc(N(C)C)ccc2O[C@H]1CN(C)Cc1ccc(C(F)(F)F)cc1	18.4
CCc1ccc(CC(=S)N2CCOCC2)cc1	-11.5
Cc1ccc(C(C)C)c(O)c1C(=O)O	7.0
CC(C)(O)C(O)COc1c2ccoc2cc2oc(=O)ccc12 (stereo not drawn)	-12.4
C[C@@H]1CN([C@H](C)CO)C(=O)c2cc(NC(=O)NC3CCCCC3)ccc2O[C@H]1CN(C)C(=O)Nc1ccc2c(c1)OCO2	-5.1
O=C1[C@H](CCC(O)c2ccc(F)cc2)[C@@H](c2ccc(O)cc2)N1c1ccc(F)cc1 (stereo partly drawn)	14.7
O=C(CC(C(=O)N1CCc2ccccc21)n1ccnc1)NCc1ccccc1 (stereo not drawn)	-12.7
C[C@H](CO)N1C[C@H](C)[C@H](CN(C)Cc2ccc(C(=O)O)cc2)Oc2c(NC(=O)c3cnccn3)cccc2C1=O	-15.6
Cc1ccc(S(=O)(=O)N(C)C[C@@H]2Oc3ccc(NC(=O)Cn4cnnn4)cc3CC(=O)N([C@H](C)CO)C[C@@H]2C)cc1	16.2
C[C@H](CO)N1C[C@H](C)[C@@H](CN(C)S(=O)(=O)c2ccc(F)cc2)Oc2c(NS(=O)(=O)c3ccc(F)cc3)cccc2C1=O	-4.5
C[C@@H]1CN([C@H](C)CO)C(=O)Cc2cc(NC(=O)Nc3ccc(F)cc3)ccc2O[C@H]1CN(C)Cc1ccc(Oc2ccccc2)cc1	-1.4
C[C@@H]1CN([C@H](C)CO)C(=O)Cc2cc(NC(=O)c3ccncc3)ccc2O[C@@H]1CN(C)Cc1ccccc1	4.0
CC(C)C1CCC(C)C(C(O)c2ccc(-c3ccccc3)cc2)C1=O (stereo not drawn)	-2.3
COc1ccc(NC(=O)N(C)C[C@H]2Oc3c(NC(=O)Nc4cccc5ccccc45)cccc3C(=O)N([C@@H](C)CO)C[C@@H]2C)cc1	0.2
Clc1ccc(Cn2ncc3c(NCc4cccnc4)ncnc32)cc1	-5.3
Cc1nc2ccc(F)cc2c2c1CCN2c1ccc(Cl)cc1	27.2
CCN(CC)C(=O)Cn1cc(SCc2ccccc2)c2ccccc21	-10.5

# Filtered by structure: those above with a COOH group.
SMILES	U2OS ROS induce
O=C(/C=C/c1ccccc1)OCC1=CC[C@@H]2C(C(=O)O)=CO[C@@H](O[C@@H]3O[C@H](CO)[C@@H](O)[C@H](O)[C@H]3O)[C@H]12	-10.4
C[C@@H]1CN([C@@H](C)CO)C(=O)c2cccc(NC(=O)Nc3ccc4c(c3)OCO4)c2O[C@H]1CN(C)Cc1ccc(C(=O)O)cc1	?
Cc1ccc(C(C)C)c(O)c1C(=O)O	7.0
C[C@H](CO)N1C[C@H](C)[C@H](CN(C)Cc2ccc(C(=O)O)cc2)Oc2c(NC(=O)c3cnccn3)cccc2C1=O	-15.6

# (continued)
SMILES	U2OS ROS induce
C[C@@H]1CN([C@@H](C)CO)C(=O)c2cc(NC(=O)Nc3ccccc3)ccc2O[C@@H]1CN(C)S(=O)(=O)c1cccs1	7.2
O=C(NCc1cccnc1)C(=O)Nc1cccc(Cl)c1Cl	-12.4
COc1ccc(S(=O)(=O)N(C)CC(=O)Nc2ccc(F)c(Cl)c2)cc1C	2.6
Cc1ccc(-c2nnc(N3CCCCC3)c3ccccc23)cc1C	?
Cc1ccc(S(=O)(=O)Nc2cccc3c2O[C@H](CN(C)C(=O)Nc2ccc(F)cc2)[C@H](C)CN([C@H](C)CO)C3=O)cc1	1.8
COc1ccc(S(=O)(=O)Nc2cccc3c2O[C@@H](CN(C)S(=O)(=O)c2ccc(F)cc2)[C@H](C)CN([C@H](C)CO)C3=O)cc1	-8.2
O=C(O)c1ccc(NS(=O)(=O)c2ccc3c4c(cccc24)C(=O)N3)cc1	18.2
CCCNC(=O)[C@@]1(C)c2ccccc2C(=O)N(Cc2ccccc2)[C@H]1c1ccc(CO)cc1	12.5
CCOc1cc(C(=S)N2CCCC2)ccc1OCc1ccccc1F	0.0
COc1ccccc1C(=O)N(Cc1nc(-c2cccc(C)c2)no1)C(C)C	22.0
C[C@@H]1CN([C@@H](C)CO)C(=O)c2cccc(NC(=O)c3cnccn3)c2O[C@@H]1CN(C)CC1CCCCC1	-6.3
O=C(CSC1=NC(=O)C(c2ccccc2)C(=O)N1)NC1CCCCC1 (stereo not drawn)	30.5
O=C(CCc1ccccc1)NCc1ccccn1	-12.2
Cc1ccc(Cn2nnc3c(=O)n(Cc4cccc(C)c4)cnc32)cc1	5.7
C[C@H](CO)N1C[C@H](C)[C@H](CN(C)Cc2ccncc2)Oc2ccc(NS(=O)(=O)c3cccs3)cc2C1=O	-5.9
C[C@H](CO)N1C[C@H](C)[C@@H](CN(C)S(=O)(=O)c2ccccc2)OCc2cnnn2CCCC1=O	7.1
O=C(Cn1cnc2ccccc2c1=O)Nc1ccc(F)cc1F	-3.4
Cc1nc(S(=O)(=O)N2CCN(Cc3ccc(OCCO)cc3)CC2)cn1C	9.6
COc1ccc(S(=O)(=O)Nc2ccc3c(c2)C(=O)N([C@@H](C)CO)C[C@@H](C)[C@@H](CN(C)Cc2ccccc2)O3)cc1	-8.0
O=c1[nH]c(=O)n(C2C[C@H](O)[C@@H](CO)O2)cc1C(F)(F)F (stereo partly drawn)	-2.8
CNC[C@H]1OCc2cnnn2CCCC(=O)N([C@@H](C)CO)C[C@@H]1C	-2.2
O=C(CCCCCCC(=O)Nc1ccccc1O)N/N=C/c1ccc(O)cc1O	1.1
COc1ccc(NC(=O)Nc2ccc3c(c2)CC(=O)N([C@@H](C)CO)C[C@H](C)[C@@H](CN(C)C(=O)Nc2ccccc2)O3)cc1	-2.9
C[C@@H]1CCCCO[C@H](CN(C)CC2CCCCC2)[C@@H](C)CN([C@H](C)CO)C(=O)c2cc(NC(=O)c3ccncc3)ccc2O1	-0.5
C[C@@H]1CN([C@H](C)CO)C(=O)Cc2cc(N(C)C)ccc2O[C@H]1CN(C)Cc1ccc(C(=O)Nc2ccccc2N)cc1	50.8
Cc1ccc(NC(=O)CSc2nnc(C)n2-c2ccc(F)cc2)cc1Cl	-4.2
COc1ccc(S(=O)(=O)N(C)C[C@@H]2Oc3ccc(NC(=O)Cn4cnnn4)cc3C(=O)N([C@H](C)CO)C[C@@H]2C)cc1	0.1
C(=C\c1nn2c(Cn3cnc4ccccc43)nnc2s1)/c1ccccc1	-6.0
Cn1nc(-c2ccc(C(=O)Nc3ccc(Cl)cc3)s2)cc1C(F)(F)F	-14.1
CCc1cc2c(SCC(N)=O)ncnc2s1	-3.0
Cc1cc(Cl)ccc1NC(=O)COc1ccc(C(=O)Nc2ccc(F)cc2)cc1	-3.0
Oc1ccc(Br)cc1CNc1nc2ccccc2[nH]1	3.6
C[C@@H]1CN([C@H](C)CO)C(=O)c2cc(N(C)C)ccc2O[C@@H]1CN(C)S(C)(=O)=O	-13.3
C[C@H]1CN([C@@H](C)CO)C(=O)Cc2cc(NC(=O)Nc3ccc4c(c3)OCO4)ccc2O[C@@H]1CN(C)S(=O)(=O)c1ccc(Cl)cc1	-4.7
C[C@@H]1CCCCO[C@H](CN(C)C(=O)Nc2ccccc2)[C@@H](C)CN([C@H](C)CO)C(=O)c2cc(NC(=O)Nc3ccccc3)ccc2O1	6.2
Cc1cccc(OCC(=O)Nc2ccc(C(=O)Nc3ccccc3C(=O)O)cc2)c1	-1.8
O=c1ccn(-c2ccc(F)cc2)nc1-c1ccn[nH]1	-6.7
C[C@@H]1CN([C@@H](C)CO)C(=O)Cc2cc(NC(=O)Nc3ccc(F)cc3)ccc2O[C@@H]1CN(C)Cc1ccc(Cl)c(Cl)c1	38.5
Cc1cccc(NC(=O)/C=C/c2ccccc2)c1	22.3
C[C@H]1CN([C@@H](C)CO)C(=O)c2cc(NC(=O)Cc3cn(C)c4ccccc34)ccc2O[C@H]1CN(C)CC1CC1	15.3
CC(=O)Oc1ccc(N(C(C)=O)S(=O)(=O)c2ccc3ccccc3c2)cc1	4.5
C[C@@H]1CN([C@H](C)CO)C(=O)Cc2cc(NS(=O)(=O)c3ccccc3)ccc2O[C@@H]1CN(C)Cc1ccc(Cl)c(Cl)c1	27.4
CNC[C@H]1Oc2c(NS(=O)(=O)c3ccc(OC)cc3)cccc2C(=O)N([C@@H](C)CO)C[C@@H]1C	-9.2
O=C1O[C@@H](c2ccccc2)[C@@H](c2ccccc2)N2[C@@H](c3ccccc3OCCO)[C@]3(C(=O)Nc4ccccc43)[C@@H](C(=O)N3CCCCCCC3)[C@H]12	107.8*
C[C@H](CO)N1C[C@H](C)[C@@H](CN(C)S(=O)(=O)c2ccc(F)cc2)Oc2c(NS(=O)(=O)c3ccc(Cl)cc3)cccc2C1=O	-6.7
O=C(CSC1=NCCS1)Nc1nc(-c2ccccc2)cs1	-11.3
COc1ccc(NC(=O)N(C)C[C@@H]2Oc3ccc(NC(=O)CCN4CCOCC4)cc3CC(=O)N([C@@H](C)CO)C[C@@H]2C)cc1	3.5
CCO/C([O-])=N\c1c[n+](N2CCOCC2)no1	24.8

# Screening results (PubChem BioAssay)
